# Assay outcomes (PubChem BioAssay)
# Pf growth 48h = P. falciparum growth inhibition at 48 hours (one generation). P. falciparum luciferase growth in erythrocytes, 48 h. AID 504832. Potency, µM (series often up to 28.7 µM), without a hit: at the top dose activity change, negative = inhibition, actives largely listed as inhibitors. actives 5.9% (n = 310,000)
#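 First compound was added to culture medium, then infected red cells at 0.1% parasitemia and 2% hematocrit (final). After incubation at 37 C under 5% CO2, luciferase detection reagent was dispensed and light output recorded.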
# Sm TGR block = inhibitors of Schistosoma mansoni thioredoxin glutathione reductase; Potency, µM (doses to about 114 µM), for inactives: top-dose activity change, negative = inhibition, hits mostly inhibitors; AID 485364; actives 3% (n = 360,000); Q962Y6; purified TGR, DTNB reduction, TNB absorbance 405 nm; note: nearly all actives have a fitted effect of over 60% in size
#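 Kinetic colorimetric format: TGR-catalysed, NADPH-driven DTNB reduction monitored via TNB absorbance. Enzyme dispensed at 20 nM; compound exposure 15 min at room temperature before reaction start.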
# Pf growth 96h = P. falciparum growth inhibition at 96 hours; P. falciparum luciferase reporter growth, 96 h; Potency, µM (series often up to 28.7 µM), inactives show at the top dose activity change, negative = inhibition, usual class: inhibitors; actives 6.9% (n = 320,000)
#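 Cell-based qHTS: luciferase-tagged P. falciparum in erythrocytes (2% hematocrit, 0.05% parasitemia final) incubated with compounds for 96 hours, 37 C, 5% CO2; luciferase detection reagent then added and luminescence measured.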
# Tb PYK inh = blocks Trypanosoma brucei pyruvate kinase; AID 624173; Potency, µM (top dose mostly 76.8 µM), for the others: at the highest dose activity, negative = inhibition, most hits filed as inhibitors; actives 0.12% (n = 410,000); TbPYK enzyme, Kinase-Glo Plus ATP luminescence, 45 min; Q57TT1; note: nearly all actives have a fitted effect of over 50% in size
#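 ADP (130 uM final) triggers the TbPYK reaction after compound addition; incubation is 45 min at room temperature. Kinase-Glo Plus is then added and luminescence imaged. Normalized data are fitted to concentration-effect curves.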
# LmPK inhibitor = LmPK (Leishmania mexicana) enzyme inhibition. actives 0.37% (n = 290,000). Q27686. Potency, µM (top dose mostly 57.5 µM), inactives show at the highest dose activity change, negative = inhibition, most hits filed as inhibitors. purified LmPK, Kinase-Glo ATP luminescence, 1 h
# Target sequence (Q27686 whole entry, looked up): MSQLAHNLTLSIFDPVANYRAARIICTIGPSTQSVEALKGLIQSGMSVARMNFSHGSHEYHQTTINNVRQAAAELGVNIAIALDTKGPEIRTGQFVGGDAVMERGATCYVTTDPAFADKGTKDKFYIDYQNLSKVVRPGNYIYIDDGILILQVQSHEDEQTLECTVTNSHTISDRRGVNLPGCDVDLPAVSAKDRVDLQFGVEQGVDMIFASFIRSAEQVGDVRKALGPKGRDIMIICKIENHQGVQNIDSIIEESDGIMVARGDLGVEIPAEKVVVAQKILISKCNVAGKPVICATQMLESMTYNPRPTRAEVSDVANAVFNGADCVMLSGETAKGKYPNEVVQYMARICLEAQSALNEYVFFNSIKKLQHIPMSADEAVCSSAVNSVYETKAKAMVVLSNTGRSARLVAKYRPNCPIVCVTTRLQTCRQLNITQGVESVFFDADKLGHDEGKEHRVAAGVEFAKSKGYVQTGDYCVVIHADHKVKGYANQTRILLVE
#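 0.1 nM LmPK, 0.5 mM PEP, 0.1 mM ADP; 50 mM imidazole pH 7.2, 7 mM MgCl2, 50 mM KCl; 1 h RT. Kinase-Glo luminescence readout, normalized to no-enzyme (full inhibition) and uninhibited wells.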
# HCV inh = blocks hepatitis C virus; Huh7.5.1 HCVcc-Cre infection, luciferase reporter, 44 h; Potency, µM (highest dose often 41.8 µM), without a hit: top-dose activity change, negative = inhibition, most hits filed as inhibitors; actives 3.4% (n = 340,000); AID 651820
#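 Cells seeded at 1,000/well and cultured 4 h, then compounds added followed by HCVcc-Cre virus (~0.5 moi). After 44 h further culture, luciferase substrate was added, plates held 15 min at room temperature, and luminescence read for 15 sec.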
# Active calls of the source: *; u = inconclusive; x = no result given; & = joins results of further samples; [ ] = dose if it differs, or a comment. Calls come from the whole dose curve; as a rule, active = well fitted curve in the direction sought with a large enough effect; inconclusive = small, poorly fitted or top-dose-only effect, or another doubt; inactive = no such curve, though single readings can be large; an effect the other way counts as inactive or inconclusive. % is set by controls: 0 for no effect and ±100 for the full control effect; potency is the fitted concentration of half-maximal effect.
# Fields: Pf growth 48h | Sm TGR block | Pf growth 96h | Tb PYK inh | LmPK inhibitor | HCV inh
- Cc1ccc(C(=O)Nc2ccc(N3CCOCC3)nc2)cc1
    35%[activator] | -21% | 106%[activator] | -3% | 0% | -23%
- CCN1CCN(CC(O)COC(C)C)CC1 (stereo not given)
    u | 15% | 186%[activator] | -2% | -4% | 31%[activator]
- Cc1ccc(C(=O)CCC(=O)N2CCN(c3ccc(F)cc3)CC2)cc1
    6% | 0% | u | 0% | -2% | u
- COC(=O)CC(NC(=O)Nc1ccccc1F)c1ccc2c(c1)OCO2 (stereo not given)
    4% | 0% | 1% | -2% | -1% | -7%
- COc1ccc(C(=O)Nc2ccccc2C(=O)NC(Cc2ccc(O)cc2)C(=O)NNC(=O)c2ccncc2)cc1 (stereo not given)
    12µM* | -4% | 151%[activator] | -4% | -1% | -25%
- Cn1ccsc1=NC(=O)c1ccc(=O)[nH]c1
    30% | 0% | 25% | -5% | 5% | 8%
- Cc1ccc(Cn2ccc(-c3cnc(-c4ccccc4)s3)n2)cc1
    x | 0% | 105%[activator] | -2% | -2% | u
- CC1CCN(CC(O)COCCC23CC4CC(CC(C4)C2)C3)CC1 (stereo not given)
    x | -19% | u | 1% | 5% | 35µM*
- CCOc1ccc2nc(N(CCN(CC)CC)C(=O)/C=C/c3cccs3)sc2c1
    u | -27% | u | -14% | -8% | u
- COc1cccc(CNC(=O)c2c(C)nn(-c3ccccc3)c2C)c1
    2% | -9% | 22% | -1% | -3% | -7%
- O=C(O)C1C2C=CC(CC2)C1C(=O)O (stereo not given)
    x | -29% | u | -13% | 3% | 12%
- Cc1ccccc1OCc1nnc(SCC(=O)Nc2ccc3c(c2)OCO3)n1C
    -7% | u | u | -8% | 1% | -10%
- O=C(CNC(=O)c1ccc(Cl)cc1Cl)OCCOc1ccccc1
    73%[activator] | -3% | 60%[activator] | 1% | x | 21%
- Cc1ccc2c(Cl)c(C(=O)Nc3cccnc3)sc2c1
    16% | 1% | 32%[activator] | -1% | -1% | u
- CCCCCCSc1ccc([C@@H]2[C@@H]3C(=O)N(C)C(=O)[C@@H]3[C@]3(C(=O)OC)CCCCN23)cc1OC
    3.3µM* | -13% | 5.9µM* | 1% | x | -11%
- COc1ccc(N2C(=O)CC(N(Cc3ccc(S(N)(=O)=O)cc3)C(C)=O)C2=O)cc1 (stereo not given)
    3% | -1% | -7% | -6% | -3% | 2%&-7%
- O=C(NCCN1CCCC1)C1(S(=O)(=O)c2ccc(Cl)cc2)CC1
    u | -12% | 22% | 0% | 0% | 16%
- CCc1nc(SCC(=O)NNC(=O)c2ccc(OC)cc2)c2ccccc2n1
    -17% | 1%[57.1 µM] | u | 0% | 6% | 2%
- O=C1CCCC(O)=C1N=Nc1ccc2ncsc2c1
    70%[activator] | u | 75%[activator] | 1% | -7% | 11%
- c1ccc(Cc2nn3c(COc4ccccc4)nnc3s2)cc1
    5% | 7% | x | -24% | 10% | 9%
- O=c1c2ccccc2nc(-c2ccco2)n1/N=C/c1ccco1
    51%[activator] | -6% | x | 0% | -3% | -17%
- COc1ccc(OC)c(NC(=O)CSc2nc3nc(C)cc(C)n3n2)c1
    u | -19% | u | 1% | x | 4%
- CCOC(=O)c1cc(NC(=O)c2c(C)noc2C)cc(C(=O)OCC)c1
    -7% | -21% | -15% | 2% | -8% | -21%
- Cc1cnc(C(=O)OCC(=O)Nc2ccc(Cl)cc2Cl)cn1
    -19% | 4% | -5% | -3% | -1% | u
- CCOC(=O)c1ccc(NC(=O)CN2C(=O)CN(C(C)=O)C2=S)cc1
    5% | 13% | -12% | 0% | -3% | -2%
- Clc1ccc(-n2cccc2CN2CCc3c([nH]c4ccccc34)C2c2ccccn2)nc1 (stereo not given)
    9.3µM* | u | 10µM* | -3% | -2% | -16%
- O=c1[nH]c(NNC(=S)NC2CCCCC2)nc2c1C1(CCCC1)Cc1ccccc1-2
    9% | 15% | 45%[activator] | -1% | 4% | 5%
- Cc1ccc(CN2C(=O)N/C(=C/c3ccc4c(c3)n(C)c(=O)n4C)C2=O)cc1
    u | -22% | u | x | 0% | x
- CCOC(=O)C1(CCOc2ccccc2)CCN(CC(O)CO)CC1 (stereo not given)
    u | 8% | u | -6% | 2% | -11%
- O=C(c1cccc(N2CCCC2=O)c1)N1CCC2(CC1)OCCO2
    x | 5% | 11% | -6% | 3% | 29%
- O=c1cc(N2CCOCC2)[nH]c(=O)n1C1CCCCC1
    8% | -27% | -12% | 2% | 1% | 16%
- Cc1nc(-c2ccc(S(=O)(=O)N3CCN(C(c4ccccc4)c4ccccc4)CC3)s2)cs1
    u | -35% | -18% | -12% | 2% | -21%
- CC(C(=O)N(C)Cc1ccccc1)N1CCN(C/C=C/c2ccccc2)CC1 (stereo not given)
    u | -17% | -60% | 4% | -1% | -14%
- O=C(NC1CCCC1)C(c1cccnc1)N(C(=O)c1ccco1)c1ccc(F)cc1 (stereo not given)
    u | 4% | 3% | 2% | -2% | 17%
- N#Cc1ccc(NC(=O)Cn2c3[n+](c4ccc(C(F)(F)F)cc42)CCCCC3)cc1
    12µM* | -9% | 4.7µM* | -20% | -3% | 26%
- CC(=O)c1c(C)[nH]c(C(=O)OCC(=O)N2CCN(S(=O)(=O)c3ccc(C)cc3C)CC2)c1C
    x | u | 8.3µM* | 6% | 6% | u
- O=C(NNC(=O)c1cccs1)c1csc(N2CCOCC2)n1
    20% | -3% | 47%[activator] | -1% | x | 30%[activator]
- CCCCn1c(CN2CCN(c3ccccc3)CC2)nc2c1c(=O)n(C)c(=O)n2C
    u | 0% | u | -2% | -4% | 7.1µM*
- Cn1c(SCC(=O)Nc2ccccc2)nc2ccccc2c1=O
    u | 1% | 353%[activator] | -3% | 0% | u
- CCCC(=O)Nc1cccc(C(=O)Nc2nccs2)c1
    36%[activator] | 2% | x | -12% | 1% | -17%

# Part of the list above, set out differently:
O=C(NC1CCCC1)C(c1cccnc1)N(C(=O)c1ccco1)c1ccc(F)cc1 (stereo not given)
  Pf growth 48h = u; Sm TGR block = 4%; Pf growth 96h = 3%; Tb PYK inh = 2%; LmPK inhibitor = -2%; HCV inh = 17%

N#Cc1ccc(NC(=O)Cn2c3[n+](c4ccc(C(F)(F)F)cc42)CCCCC3)cc1
  Pf growth 48h = 12µM*; Sm TGR block = -9%; Pf growth 96h = 4.7µM*; Tb PYK inh = -20%; LmPK inhibitor = -3%; HCV inh = 26%

CC(=O)c1c(C)[nH]c(C(=O)OCC(=O)N2CCN(S(=O)(=O)c3ccc(C)cc3C)CC2)c1C
  Pf growth 48h = x; Sm TGR block = u; Pf growth 96h = 8.3µM*; Tb PYK inh = 6%; LmPK inhibitor = 6%; HCV inh = u

# Next section:
# Fields: Pf growth 48h | Sm TGR block | Pf growth 96h | Tb PYK inh | LmPK inhibitor | HCV inh
- O=C(COC(=O)C1CCCCC1)Nc1ccccc1OC(F)F
    -10% | -4% | 22% | u | -3% | 24%
- CCCCNC(=O)CCN1N=C(c2ccccc2)CCC1=O
    15% | -12% | u | 5% | 0% | -12%
- Cc1cc(C)c(C(N)=O)c(NC(=O)Nc2ccccc2)n1
    9% | 5% | 43%[activator] | -17% | 0% | 8%
- CC[C@]1(c2ccccc2C)ON(c2ccccc2C(F)(F)F)C1=O
    2.6µM* | 56µM* | u | -7% | x | 0%
- CCCn1c(SCC(=O)NC2CCCc3ccccc32)n[nH]c1=O (stereo not given)
    0% | 6% | 0% | 1% | 3% | 8%
- O=C(N/N=C/c1ccc(OCc2ccccc2)cc1)c1ccco1
    1.9µM* | -10% | 3.7µM* | -1% | -9% | -11%
- COc1ccc(NS(=O)(=O)c2ccc(O)c(C(=O)OCC(=O)Nc3ccc4c(c3)OCCO4)c2)cc1
    -4% | -8% | -8% | -5% | 1% | 3%
- O=C1CSC(c2cccc(F)c2)N1c1c(F)cccc1F (stereo not given)
    -18% | 16% | 3% | -3% | -5% | 3%
- CSc1ccc(Cl)c(C(=O)NCC(C)C)c1
    4% | -3% | x | -5% | 0% | 16%
- CNC(=S)N/N=C(\C)c1cccc([N+](=O)[O-])c1
    4% | -16% | 17% | 5% | 0% | -14%

# Copied from the list.
# O=C(COC(=O)C1CCCCC1)Nc1ccccc1OC(F)F – Pf growth 96h = 22%
# Cc1cc(C)c(C(N)=O)c(NC(=O)Nc2ccccc2)n1 – Sm TGR block = 5%

# Other results.
# Fields: Pf growth 48h | Sm TGR block | Pf growth 96h | Tb PYK inh | LmPK inhibitor | HCV inh
- O=S(=O)(Nc1ccccc1)c1ccc(NS(=O)(=O)c2c(F)cccc2F)cc1
    0% | -6% | 8% | -6% | 9% | -24%
- CCOC(=O)c1cc(NC(=O)N(C(C)C)C2CCCCC2)c(C)nc1C
    8% | -2% | 0% | 7% | 7% | -5%
- CCOc1ccc(-c2cc(C(=O)N/N=C(\C)c3cccnc3)c3ccccc3n2)c(OCC)c1
    13µM* | 2% | u | 3% | 2% | u
- Cc1cc(C(=O)COC(=O)c2ccccc2O)c(C)n1CC1CCCO1 (stereo not given)
    -4% | -2% | 0% | -12% | x | 11µM*
- COC(=O)c1ccc(NC(=O)CCS(=O)(=O)c2ccc(Br)cc2)cc1
    u | -27%&-18% | u | 2% | 16% | 5%
- O=C(CN(C(=O)C1CSC(=O)C1)c1ccccc1F)NCc1ccc2c(c1)OCO2 (stereo not given)
    5% | -10% | u | -16% | 0% | 13%
- O=C(CCNC(=O)c1ccc(Cl)cc1)Nc1ccc(S(=O)(=O)N2CCOCC2)cc1
    u | -1% | u | 7% | x | -6%
- O=C1C(Cl)=C(N2CCCCCC2)C(=O)N1c1ccccc1
    -26% | 1% | -13% | 2% | 1% | -14%
- CC1(C)Cc2c(sc3c2c(=N)n(Cc2ccco2)c(=O)n3CC(=O)Nc2ccc(Cl)cc2)CO1
    u | 38%[activator] | u | -1% | -3% | u
- Cc1c(NS(=O)(=O)c2cccc(C(=O)Nc3ccccc3)c2)c(=O)n(-c2ccccc2)n1C
    -18% | 1% | -24% | 3% | x | 2%
- COC(=O)C1=C(C(=O)OC)[C@@H]2N(C)c3ccccc3[C@@]23C[C@@H](C(=O)OC)N(C(=O)c2ccco2)C3=N1
    x | x | x | -7% | -10%[11.5 µM] | 26%
- O=C1NC(c2cccnc2)C(C(=O)c2cccs2)C(O)(C(F)(F)F)N1 (stereo not given)
    -6% | 1% | u | 2% | -5% | 7%
- CC1CCc2nc(NC(=O)c3cc(C(C)(C)C)nn3C)sc2C1 (stereo not given)
    u | -10% | 8.3µM* | -5% | -3% | -1%
- Cc1cc(C)c2nc(N3CCCC(C(=O)N4CCN(c5ncccn5)CC4)C3)sc2c1 (stereo not given)
    x | 17% | x | -1% | 1% | u
- Cc1csc(Nc2ccccc2C(F)(F)F)n1
    37%[activator] | -5% | 109%[activator] | -2% | -3% | -17%
- O=C1c2ccccc2C(=O)c2c1cccc2-n1nnc2ccccc21
    u | -5% | -26% | -12% | 5% | -14%
- Clc1ccc(-n2nnnc2-c2cnc3ccccc3c2-c2ccccc2)cc1
    5.2µM* | 18% | 10µM* | 0% | 8% | u
- Cn1c(=O)n(C)c2cc(CN3C(=O)OC(C)(C)C3(C)O)ccc21 (stereo not given)
    2% | 0% | u | 2% | 2% | 1%
- CCCS(=O)(=O)N1CCCC(C(=O)NCCN2CCCCC2C)C1 (stereo not given)
    3% | 3% | 26% | -4% | -2% | 1%
- Cn1cc(CNCc2cn(C)nc2-c2ccc(C3CCCCC3)cc2)cn1
    u | x | -7% | 4% | 0% | 7%
- COc1ccc(O)c(C(=O)c2cc(SCC(=O)O)c3nc4sc5c(c4c(=O)n3c2)CCCC5)c1
    -8% | -15% | 15% | 2% | -3% | u
- COc1ccc(-c2nc3ccccc3c(=O)n2CCN2CCOCC2)cc1
    6% | -1% | u | -7% | -3% | 6%
- O=[N+]([O-])c1ccc(S(=O)(=O)NCCS(=O)(=O)N2CCN(c3ccccc3)CC2)cc1
    u | 1% | 6% | 8% | -2% | u
